CHO parental Ca: ATP-evoked calcium signal inhibitors, parental CHO, primary screen, counter-screen for OX1R antagonist project, cell-based, fluorescence, Fluo-8 calcium dye | parental CHO-K1, ATP-induced calcium, Fluo-8 fluorescence | inhibition, % at 5.6 µM | actives 0.63% (n = 330,000);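 active means inhibition above that plate's mean sample inhibition plus 3 SD, cut at about 26% in these data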;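 further: 0% = ATP-challenged DMSO wells and 100% = DMSO wells without ATP; some compounds past the cut are filed as inactive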
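material = parental CHO cells | also added = ATP as calcium-mobilizing challenge | dosing = single point at 5.6 µM | detection = intracellular calcium via Fluo-8 no-wash fluorescent dye | read-out = % inhibition | benchmarks = low control ATP plus DMSO, high control DMSO only | repeats = one well per compound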
OXTR potentiate: human OXTR potentiators, primary screen, fluorescence, CHO-OTR cells, Fluo-8 calcium; activation, % at 3 µM; actives 0.061% (n = 320,000); Oxytocin receptor (Homo sapiens), P30559; Fluo-8 calcium fluorescence, potentiator mode; 0% = oxytocin EC15, 100% = EC100;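 active means activation above that plate's cutoff, the mean activation of tested compounds plus 3 SD, cut at about 6.6% in these data, passing the limit was not always enough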;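 further: 100% uses oxytocin at 75 nM as the full agonist control; some results filed as inactive read as strong as hits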
Target sequence (P30559 whole entry, looked up): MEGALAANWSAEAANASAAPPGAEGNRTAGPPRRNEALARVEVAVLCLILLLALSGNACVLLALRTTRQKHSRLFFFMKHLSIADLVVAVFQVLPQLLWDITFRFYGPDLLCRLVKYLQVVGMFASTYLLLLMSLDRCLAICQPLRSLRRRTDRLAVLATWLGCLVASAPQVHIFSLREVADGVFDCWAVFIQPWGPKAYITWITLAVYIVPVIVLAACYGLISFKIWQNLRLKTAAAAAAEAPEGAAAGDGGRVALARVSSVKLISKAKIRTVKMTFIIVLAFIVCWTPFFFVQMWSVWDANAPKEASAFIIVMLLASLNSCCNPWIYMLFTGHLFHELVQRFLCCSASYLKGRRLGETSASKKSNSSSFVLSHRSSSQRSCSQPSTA
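Material: CHO-OTR cells, human receptor; compound dosing: single dose, 3.0 µM nominal final compound concentration; schedule: 6 min compound pre-incubation at room temperature, 100 s kinetic read; measured by: kinetic Fluo-8 calcium fluorescence; read-out basis: % activation vs EC15 and EC100 oxytocin; controls: EC15 oxytocin alone as 0%, 75 nM oxytocin as 100%; replicates: singlicate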
GPR7 antagonist: GPR7 receptor antagonists, primary screen, cell-based, fluorescence, single concentration. GPR7-expressing cells, fluorescence antagonist assay. inhibition, % at 4.4 µM. actives 1.1% (n = 290,000). AID 1861, 2009; in the data active means inhibition above about 16%, passing the limit was not always enough;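 further: cells stimulated with the agonist NPW; 0% = agonist with vehicle and 100% = vehicle without agonist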
Target sequence (P48145 whole entry, looked up): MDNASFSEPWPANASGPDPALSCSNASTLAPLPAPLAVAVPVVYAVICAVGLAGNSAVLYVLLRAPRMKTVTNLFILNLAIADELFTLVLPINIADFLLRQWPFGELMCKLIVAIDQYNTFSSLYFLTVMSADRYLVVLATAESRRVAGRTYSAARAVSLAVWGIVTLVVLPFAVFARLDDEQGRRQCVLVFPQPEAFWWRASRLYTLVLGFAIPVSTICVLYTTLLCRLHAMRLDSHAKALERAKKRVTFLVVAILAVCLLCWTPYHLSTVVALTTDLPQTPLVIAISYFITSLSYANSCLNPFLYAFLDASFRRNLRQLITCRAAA
V1R ag counter: agonists of human V1a receptor, primary screen, counter-screen for OXTR agonist project, fluorescence, CHO-V1R cells; Vasopressin V1a receptor (Homo sapiens), P37288; activation, % at 3 µM; Fluo-8 calcium fluorescence, agonist mode; 0% DMSO, 100% 3 nM vasopressin; actives 0.25% (n = 320,000); AID 2797, 2010;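 active means activation above the mean activation of all tested compounds plus 3 SD, per screening run, cut at about 20% in these data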;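 further: signal is peak over basal fluorescence ratio across a 100 second FLIPR read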
TAAR1 antag: human TAAR1 antagonists, primary screen, Fluo-8 calcium fluorescence, CHO RD-HGA16 cells. Trace amine-associated receptor 1 (Homo sapiens), Q96RJ0. antagonist. inhibition, % at 3 µM. actives 1.5% (n = 360,000);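 active means inhibition above a per-plate cutoff, the mean inhibition of test compounds on that plate plus 3 SD, cut at about 49% in these data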;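 further: 0% = DMSO plus EC80 beta-PEA response and 100% = DMSO alone without agonist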
Target sequence (Q96RJ0 whole entry, looked up): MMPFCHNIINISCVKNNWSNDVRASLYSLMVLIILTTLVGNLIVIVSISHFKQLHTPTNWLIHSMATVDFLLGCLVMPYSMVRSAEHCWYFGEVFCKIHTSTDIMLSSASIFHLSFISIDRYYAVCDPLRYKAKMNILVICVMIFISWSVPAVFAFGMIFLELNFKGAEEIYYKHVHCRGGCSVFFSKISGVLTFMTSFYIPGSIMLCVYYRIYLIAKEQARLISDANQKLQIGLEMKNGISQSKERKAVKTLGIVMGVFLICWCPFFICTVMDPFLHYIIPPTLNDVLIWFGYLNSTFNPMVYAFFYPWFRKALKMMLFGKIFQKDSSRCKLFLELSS
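System: RD-HGA16 CHO cells with stable hTAAR1 and Gα16 | Probe or stimulus: EC80 β-phenethylamine stimulus | Dosing: 3 µM, single point | Times: Dye loading 75 min at 37 °C, then 30 min room temperature | Measured by: Fluo-8 calcium-sensitive fluorescence | Read-out basis: % inhibition of agonist calcium response | Replicates: n of 1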
CHO-K1 Ca antag: M1 antagonist counterscreen hit in parental CHO-K1 cells; inhibition, % at 3 µM; actives 0.6% (n = 360,000); AID 602250; ATP-induced calcium, Fluo-8 fluorescence;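 active means inhibition above a per-plate cutoff, the plate's mean sample inhibition plus 3 SD, cut at about 24% in these data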;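 further: 0% = DMSO plus EC80 ATP and 100% = DMSO alone without ATP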
M1 PAM parental: nonselective calcium activators in parental CHO-K1 cells, primary screen, counter-screen for M1 PAM project, cell-based, Fluo-8 calcium fluorescence, full deck, 1536-well; activation, % at 3 µM; ATP EC20; 0% at ATP EC20, 100% at ATP max; actives 0.02% (n = 360,000);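 active means activation above the run cutoff, the mean activation of all test compounds plus 3 SD, cut at about 40% in these data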;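 further: peak over basal fluorescence ratio in a 140 s read after ATP addition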
M1 ag parental: counter-screen for M1 agonists: effect in parental CHO-K1 cells; Fluo-8 calcium fluorescence; scaled to maximal ATP response, vehicle zero; activation, % at 3 µM; actives 0.48% (n = 360,000); AID 602248, 2012; in the data active means activation above about 15%;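 further: untransfected CHO-K1 host cells lacking M1 receptor as counterscreen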
OXTR agonist: human OXTR agonists, primary screen, fluorescence, CHO-OTR cells, Fluo-8 calcium | Oxytocin receptor (Homo sapiens), P30559 | Fluo-8 calcium fluorescence; normalized: DMSO 0%, oxytocin 100% | activation, % at 3 µM | actives 0.32% (n = 320,000) | AID 2435, 2010;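 active means activation above the mean of all tested compounds plus 3 SD, cutoff set per screening run, cut at about 20% in these data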;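 further: peak over basal fluorescence ratio from a 100 s FLIPR kinetic read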
Starred values were filed as active, the others as inactive; / = no result given.

SMILES	CHO parental Ca	OXTR potentiate	GPR7 antagonist	V1R ag counter	TAAR1 antag	CHO-K1 Ca antag	M1 PAM parental	M1 ag parental	OXTR agonist
CC1CCCCN1C(=S)NCc1ccco1 (stereo not drawn)	-6	-10	-2	-1.0	-41	-7	2	0.0	-0.1
COc1ccc(F)cc1C(=O)C1CCCN(C(=O)CCN2CCCCO2)C1 (stereo not drawn)	3	-6	-5	-1.2	-26	-2	-13	0.3	-1.7
Cc1ccccc1NC(=O)C1(NC(=O)c2cccc(N3C(=O)CSC3c3ccccc3)c2)CCCCC1 (stereo not drawn)	-36	-11	20*	0.1	-3	8	1	0.9	0.1
N=c1c(C(=O)NCc2ccco2)cc2c(=O)n3ccccc3nc2n1CC1CCCO1 (stereo not drawn)	-13	0	-3	0.3	3	-1	10	-0.6	-0.1
CCOc1ccc(C(=O)CSCC(=O)O)cc1	-4	-4	-14	0.5	-30	-4	20	0.0	0.3
CC(=O)Nc1nc(-c2ccc3c(c2)CCO3)cs1	-5	4	10	0.1	15	-12	8	0.0	-1.0
O=C(NN1C(=O)C2C3C=CC(O3)C2C1=O)c1cccc(O)c1 (stereo not drawn)	-3	-2	-4	-0.1	-6	-14	14	0.1	-0.6
Cc1ccc(OCC(=O)NNC(=O)c2ccoc2C)c(Br)c1	-13	-6	4	0.1	7	-5	15	0.6	-0.4
CC1(C)Oc2ccc(C(=O)N3CCOCC3)cc2N(CC(=O)Nc2ccccc2)C1=O	-10	-7	-2	-1.3	-4	-5	21	0.1	0.0
CC#CCN(Cc1ccco1)C(=O)c1ccc(OC2CCN(Cc3ccccn3)CC2)cc1	-10	-15	7	7.8	0	-3	-8	0.1	1.4

For convenience, part of the list above.
SMILES	CHO parental Ca	OXTR potentiate	GPR7 antagonist	V1R ag counter	TAAR1 antag	CHO-K1 Ca antag	M1 PAM parental	M1 ag parental	OXTR agonist
CC1(C)Oc2ccc(C(=O)N3CCOCC3)cc2N(CC(=O)Nc2ccccc2)C1=O	-10	-7	-2	-1.3	-4	-5	21	0.1	0.0
CC#CCN(Cc1ccco1)C(=O)c1ccc(OC2CCN(Cc3ccccn3)CC2)cc1	-10	-15	7	7.8	0	-3	-8	0.1	1.4

(next part)
SMILES	CHO parental Ca	OXTR potentiate	GPR7 antagonist	V1R ag counter	TAAR1 antag	CHO-K1 Ca antag	M1 PAM parental	M1 ag parental	OXTR agonist
COc1ccc(CN(C)C(=O)c2cccc(S(=O)(=O)N3CCc4ccccc43)c2)c(OC)c1	-32	-9	/	-1.2	12	-19	22	1.5	-2.1
CCOc1ccccc1/C=N/Nc1nc(C)cc(=O)[nH]1	-8	0	-2	-0.2	/	16	-9	-0.2	-1.0
O=C(O)/C=C/c1cn(-c2ccccc2)nc1-c1cccc([N+](=O)[O-])c1	-11	-5	-15	0.8	-20	-6	16	1.0	1.3
COc1ccc(C(=O)NNC(=O)CSc2nc3c([nH]2)c(=O)n(C)c(=O)n3C)cc1	-1	1	-13	0.0	7	-22	7	0.2	-0.1
COc1ccc(C2(CNS(=O)(=O)c3ccc(C)cc3)CCOCC2)cc1	-5	-9	-3	-1.2	-23	4	0	-0.1	-0.5
CC[C@@]1(C(=O)OC)N[C@H](CN(C)C(=O)NC(C)C)[C@@H]2C(=O)N(C)C(=O)[C@@H]21	-5	1	/	0.2	-12	-9	-1	0.3	1.2
COC(=O)[C@]12CCCCC=C1N(Cc1cccc3ccccc13)C(=O)[C@H](CC(=O)N1CCOCC1)C2	/	/	/	/	35	8	-14	5.2	/
Cc1cc(=O)[nH]c(SCC(=O)Nc2nnc(SCc3ccccc3)s2)n1	-2	-11	-3	3.9	-10	17	-11	0.2	3.4
CCSc1ccc([C@@H]2[C@H]3C(=O)N(C)C(=O)[C@H]3[C@]3(C(=O)OC)CCCCN23)cc1	-22	-3	/	-0.5	-5	-18	-7	-0.2	-1.4
CCN(CC)c1ccc(C(=O)N/N=C/c2ccc(N3CCOCC3)cc2)cc1	-4	-10	-7	0.3	6	-6	9	0.0	-0.4

Three structures out of the list, arranged by molar mass, low to high.
SMILES	CHO parental Ca	OXTR potentiate	GPR7 antagonist	V1R ag counter	TAAR1 antag	CHO-K1 Ca antag	M1 PAM parental	M1 ag parental	OXTR agonist
CC[C@@]1(C(=O)OC)N[C@H](CN(C)C(=O)NC(C)C)[C@@H]2C(=O)N(C)C(=O)[C@@H]21	-5	1	/	0.2	-12	-9	-1	0.3	1.2
CCN(CC)c1ccc(C(=O)N/N=C/c2ccc(N3CCOCC3)cc2)cc1	-4	-10	-7	0.3	6	-6	9	0.0	-0.4
Cc1cc(=O)[nH]c(SCC(=O)Nc2nnc(SCc3ccccc3)s2)n1	-2	-11	-3	3.9	-10	17	-11	0.2	3.4

(next part)
SMILES	CHO parental Ca	OXTR potentiate	GPR7 antagonist	V1R ag counter	TAAR1 antag	CHO-K1 Ca antag	M1 PAM parental	M1 ag parental	OXTR agonist
CC[N+]1(C)CCC(=C2c3ccccc3CC(=O)c3sccc32)CC1 (stereo not drawn)	-5	-11	-5	0.2	-7	5	13	0.2	-0.2
CC(C)Cc1ccc(S(=O)(=O)N2CCOCC2)cc1	-1	-3	1	0.2	2	-17	13	1.2	-1.7
Cc1ccc(NC(=O)CN2C(=O)NC(C)(c3ccc(Cl)cc3)C2=O)cc1 (stereo not drawn)	4	-10	23*	16	21	6	-8	6.0	22*
COc1ccc(-c2cc(C3CCNCC3)[nH]n2)cc1	-4	-4	3	2.7	-17	-6	3	5.5	1.1
COc1ccc2[nH]c(C(=O)NCc3ccccc3)cc2c1	-12	4	-2	-1.4	-2	-17	25	1.9	-1.4
Cc1ccc(C2=CC(C)(c3ccc(C)cc3)Nc3nc(C(F)(F)F)nn32)cc1 (stereo not drawn)	-15	-15	-13	0.3	17	5	-9	0.5	1.1
Cc1ccc(S(=O)(=O)n2nc(OC(=O)c3c(F)cccc3Cl)cc2N)cc1	-14	-6	-11	3.1	8	-11	8	1.5	1.1
CCOC(=O)N1CCC(N2Cc3cccc(C(=O)NCc4ccccn4)c3C2=O)CC1	-9	-2	11	0.5	-9	-8	16	1.1	-0.9
Cc1ccc(S(=O)(=O)CCc2nnc(NC(=O)c3cccs3)s2)cc1	-3	-10	5	-0.7	1	0	-5	4.8	-0.8
Cc1cccc2c1-c1sc(C(=O)Nc3cccc([N+](=O)[O-])c3C)cc1CO2	7	-13	-17	0.9	37	7	-8	1.6	0.2

Only TAAR1 antag, OXTR potentiate and OXTR agonist, for some of the entries so far:
compound,TAAR1 antag,OXTR potentiate,OXTR agonist
Cc1ccc(S(=O)(=O)n2nc(OC(=O)c3c(F)cccc3Cl)cc2N)cc1,8,-6,1.1
CCOC(=O)N1CCC(N2Cc3cccc(C(=O)NCc4ccccn4)c3C2=O)CC1,-9,-2,-0.9

The list continues:
SMILES	CHO parental Ca	OXTR potentiate	GPR7 antagonist	V1R ag counter	TAAR1 antag	CHO-K1 Ca antag	M1 PAM parental	M1 ag parental	OXTR agonist
N#CCC(=O)N1CC2(CC(c3cccc(NC(=O)COc4ccc(Cl)cc4)c3)=NO2)C[C@@H]1C(N)=O (stereo partly drawn)	-11	1	/	0.2	-1	7	-24	0.1	-0.7
O=C(COC(=O)c1c(Cl)ccc(Cl)c1Cl)NC(=O)NCc1ccccc1	-31	-3	0	0.4	5	-6	7	1.2	-0.8
CC(C)(C)S(=O)(=O)N1C[C@H]2CC/C=C\C/C=C\2[C@@H]1CCO	/	/	/	/	5	-3	-7	0.4	/
O=C1c2ccccc2CN1C(CO)c1ccccc1 (stereo not drawn)	-17	0	-6	0.7	-11	4	4	0.2	0.4
N/C(=C\C(=O)c1cc(Cl)ccc1O)C(Cl)(Cl)Cl	-8	-4	-11	0.0	3	-17	17	1.6	-0.1
COc1ccc(C(C)C)cc1S(=O)(=O)n1cnc(C)c1	-9	-2	3	-0.3	-7	-15	16	0.8	-0.1
COC(=O)c1ccc(OCC(O)CN2C(=O)c3ccccc3C2=O)cc1 (stereo not drawn)	-24	-2	-4	2.3	-6	-13	7	2.8	0.2
COc1ccccc1N1CCN(S(=O)(=O)c2ccc(-c3ccc(=O)[nH]n3)o2)CC1	-1	-11	-7	7.5	12	-10	12	12	5.0
CCN1CCc2nc(NC(=O)c3ccc(S(=O)(=O)N(C)C)cc3)sc2C1	-10	3	-2	0.0	-2	-15	11	1.4	0.8
O=C(Nc1ccccc1Oc1ccccc1)c1cccc([N+](=O)[O-])c1	-3	-20	-11	-0.4	6	-6	23	2.7	-1.6
O=C(Nc1ccc([N+](=O)[O-])cc1)N1CCc2ccccc2C1	0	-5	4	3.6	-12	-3	-8	2.6	2.5
NC(=O)C1CCN(C2=C(NS(=O)(=O)c3ccccc3)C(=O)c3ccccc3C2=O)CC1	-6	-4	9	5.4	10	-10	19	1.5	2.9
COC(=O)c1cn(NC(=O)c2ccc3c(c2)OCO3)c(=O)c2ccccc12	3	-13	-9	0.2	2	4	7	0.5	-1.4
CCCCOc1ccc(CSc2nnc(C)n2N)cc1[N+](=O)[O-]	-8	2	-10	-0.7	12	-1	5	-0.2	-1.0

Pulled one by one from above, four records:
SMILES	CHO parental Ca	OXTR potentiate	GPR7 antagonist	V1R ag counter	TAAR1 antag	CHO-K1 Ca antag	M1 PAM parental	M1 ag parental	OXTR agonist
CCCCOc1ccc(CSc2nnc(C)n2N)cc1[N+](=O)[O-]	-8	2	-10	-0.7	12	-1	5	-0.2	-1.0
O=C(Nc1ccc([N+](=O)[O-])cc1)N1CCc2ccccc2C1	0	-5	4	3.6	-12	-3	-8	2.6	2.5
COC(=O)c1cn(NC(=O)c2ccc3c(c2)OCO3)c(=O)c2ccccc12	3	-13	-9	0.2	2	4	7	0.5	-1.4
NC(=O)C1CCN(C2=C(NS(=O)(=O)c3ccccc3)C(=O)c3ccccc3C2=O)CC1	-6	-4	9	5.4	10	-10	19	1.5	2.9

Source: PubChem BioAssay
